AMA1 RON2 block: qHTS for Inhibitors of AMA1-RON; Towards Development of Antimalarial Drug Lead: Primary Screen. 0.2% of 360,000 active. AlphaScreen AMA1-biotinylated RON2 peptide binding. Potency, µM (highest dose often 58.2 µM), inactives show top-dose activity change, negative = inhibition, usual class: inhibitors;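 note: 0% = vehicle wells and -100% = peptide control; nearly all actives have a fitted effect of over 45% in size; some results filed as inactive show a strong effect at the top dose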
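AMA1 (3D7) with his tag at 25 nM final met compounds first, then biotinylated RON2 peptide at 25 nM; detection used donor plus acceptor beads, 10 µg/mL apiece, read by AlphaScreen after 30 min at room temperature.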
TbPYK inhibitor: qHTS of Trypanosoma Brucei Inhibitors; pyruvate kinase (Trypanosoma brucei), Q57TT1; AID 624173, 2012; TbPYK enzyme, Kinase-Glo Plus ATP luminescence, 45 min; 0.12% of 410,000 active; Potency, µM (doses to about 76.8 µM), for inactives: at the highest dose activity, negative = inhibition, most hits filed as inhibitors; note: nearly all actives have a fitted effect of over 50% in size
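Activity of T. brucei pyruvate kinase was followed by Kinase-Glo Plus luminescence after the enzyme reacted 45 min at room temperature with 130 uM ADP (final) and substrate. Test compounds were added before ADP at multiple concentrations.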
An asterisk follows results filed as active; ? = inconclusive; [ ] = another dose, or the depositor's remark. Calls come from the whole dose curve; as a rule, active = well fitted curve in the direction sought with a large enough effect; inconclusive = small, poorly fitted or top-dose-only effect, or another doubt; inactive = no such curve, though single readings can be large; an effect the other way counts as inactive or inconclusive. Unless noted, % is set by controls: 0 for no effect and ±100 for the full control effect; potency is the fitted concentration of half-maximal effect.

SMILES	AMA1 RON2 block	TbPYK inhibitor
NC(=Nc1ccccc1)NN=Cc1c[nH]c2ccccc12	2%	3%
O=S1(=O)CC(N2CCN(c3ncccn3)CC2)CN1Cc1ccc(F)cc1 (stereo not given)	20%	2%
Cc1cccc(C)c1NC(=O)CN1CCN(C(=O)c2cc(C3CC3)nn2-c2ccccc2)CC1	18%	-1%
Cc1ccc2c(=O)n3c(nc2c1)C(Cc1ccc(O)cc1)NC(=O)c1cccnc1-3 (stereo not given)	-5%	2%
CN(CC(=O)N(C)CC(=O)Nc1c(Cl)cccc1Cl)Cc1ccccc1F	3%	0%
C[C@H](NC(=O)c1ccc(C(C)(C)C)cc1)C(=O)N1CCN(C/C=C/c2ccccc2)CC1	-14%	1%
O=C1NC(=O)N(Cc2ccccc2)C(=O)C1Cc1ccccc1 (stereo not given)	-10%	-5%
NC(=O)c1cc(Cl)ccc1OCC(=O)NC1CC1	-1%	-6%
CC(Nc1nc(-c2ccc(F)cc2)cs1)c1nc2cc(C(F)(F)F)ccc2n1CCOCCO (stereo not given)	12%	2%
Cc1ccc2[nH]c(O)c(N=Nc3ccccc3[N+](=O)[O-])c2c1	4%	6%
CC(=O)Nc1cccc(-c2ccnc3c2CC(C(=O)Nc2cccc(N(C)C)c2)O3)c1 (stereo not given)	?	2%
Cc1ccc(S(=O)(=O)CCC(=O)OC(C)c2nnc(-c3cccs3)o2)cc1 (stereo not given)	2%[11.6 µM]	4%
CN(C)CCN1CCN([C@H]2CS(=O)(=O)N[C@@H]2COCc2ccccc2)CC1	0%	0%
CC(C)(C)[C@H]1C=C(C(=O)O)O[C@@H](OCc2ccc(CO)cc2)C1	4%	0%
N#Cc1cc(NC(=O)c2ccc(Cl)cc2)ccc1Sc1ccccc1	0%	-2%
COc1ccccc1C(=O)NCCC(=O)NCC1CCCCC1	-4%	-10%
CCOc1ccccc1NC(=O)COC(=O)C1CCC(=O)N1 (stereo not given)	?	1%
Cc1cc(C(=O)Nc2cccc3ccccc23)oc1C	-9%	7%
CCc1nc2c(OCc3ccccc3OC)cccn2c1N(C)C(=O)C(C)C	-3%	3%
COc1ccccc1CNC(=O)COC(=O)/C=C/c1ccc2c(c1)OCO2	10%[11.6 µM]	1%
NS(=O)(=O)c1ccc(NC(=O)c2ccc(S(=O)(=O)N3CCCCC3)cc2)cc1	-2%	-5%
CN1C[C@@H]2[C@@H]3C(=O)N(C)C(=O)[C@@H]3[C@](C)(C1=O)N2C(=O)c1ccc(Br)cc1	-3%	-4%
COc1ccc2c(CC(=O)OCc3nc4ccsc4c(=O)[nH]3)coc2c1	22%	-7%
c1cc(-c2ccc3[nH]ccc3c2)n2ccnc2c1	0%	-1%
O=C(c1cc2c(c(-c3cccc(-c4ccncc4)c3)n1)[C@H](CCO)N(C(=O)c1ccc3c(c1)OCO3)C2)N1CCOCC1	11%	6%
CC(C)[Si]1(C(C)C)OCC2OC(n3cnc4c(N)ncnc43)C(N)C2O[Si](C(C)C)(C(C)C)O1 (stereo not given)	28%	-1%
CC(=O)Nc1ccc(/C=C(\C#N)S(=O)(=O)c2ccc(C)cc2)cc1	4%	1%
O=C(Cc1ccc(NC(=O)C2CCN(C(=O)C3CCCCC3)CC2)cc1)Nc1ccc(C(=O)N2CCOCC2)cc1	-26%	2%
CC(=O)Oc1ccc(Cn2c(C)c(C(=O)NC3CC3)sc2=O)cc1	11%	-5%
CCc1nc2ccc(C(=O)Nc3ccc(OC)c(OC)c3)cn2c1N(CCC(C)C)CCN(C)C	-11%	-4%
CN(Cc1ccccc1)C(=O)c1ccc(NC(=O)Cc2ccc(NC(=O)C3CCCN(C(=O)C4CC4)C3)cc2)cc1 (stereo not given)	-9%	5%
C=CCn1c(=O)/c(=C/c2ccc(Cl)cc2)s/c1=C(\C#N)c1nnc2n1CCCCC2	-1%	3%
O=S1(=O)CC(N2CCCCC2)CN1CCc1ccccc1 (stereo not given)	14%	-7%
CCN(CC)C(=O)c1cccc(-c2csc(C(O)(c3ccccc3)C(F)(F)F)n2)c1 (stereo not given)	-7%	0%
O=C(CCNC(=O)c1ccc(Br)cc1)NNC(=O)COc1ccccc1F	34%[activator]	3%
Fc1ccc(-c2nc3ccc(Cl)cn3c2Cc2cccc(Cl)c2)cc1	-1%	4%
O=C(NC1CCCc2ccccc21)c1cccc(F)c1 (stereo not given)	15%	-6%
CSc1c2c([nH]c(=O)c1C#N)-c1ccccc1CC2	4%	1%
COC(=O)Cc1cc(=O)n2c(nc3ccccc32)[nH]1	19%	0%
CCOC(=O)C1(C(N)=O)OC1(c1ccc(Cl)cc1)c1ccccc1Cl (stereo not given)	3%	4%
CCN1C[C@@H]2[C@@H]3C(=O)N(Cc4ccccc4)C(=O)[C@@H]3[C@](C)(C1=O)N2C(=O)c1ccc(C)cc1	-1%	1%
CC1Oc2ccc(C#N)cc2N(Cc2cccc(F)c2)C1=O (stereo not given)	0%	-1%
CCSc1nnc(NC(=O)CCC2CCCCC2)s1	46%[activator]	-2%
CC(=O)ON=C1C=CC(=C(C#N)c2ccccc2)C=C1	28µM*	?
O=C(CN1C(=O)c2ccccc2S1(=O)=O)Nc1ccc([N+](=O)[O-])cc1	-2%[11.6 µM]	-2%
COc1ccccc1C=NN1CCCCCC1	?	-6%
C[C@@H]1CN([C@H](C)CO)C(=O)c2cccc(NC(=O)c3ccncc3)c2O[C@@H]1CN(C)Cc1ccc(C(=O)O)cc1	20%	3%
O=C(Nc1ccc2c(c1)OCCO2)C(c1cc2ccccc2o1)N1CCN(c2ccc(C(F)(F)F)cn2)CC1 (stereo not given)	-16%	-5%
C[C@H](CO)N1C[C@H](C)[C@H](CN(C)C(=O)c2ccccc2)OCc2cnnn2CCCC1=O	5%	3%
CCCNC(=O)N1[C@H]2CC[C@@H]1C(C(=O)OC)=C(c1cccc(OC)c1OC)C2	3%	-3%
O=S(=O)(/C=C/C=C/S(=O)(=O)c1ccccc1)c1ccccc1	-3%	-14%
O=C1NC[C@H](CC2CCCCC2)N(CCC23CC4CC(CC(C4)C2)C3)C1=O	-2%	-13%
CC[C@]12c3[nH]c4ccc(OC)cc4c3CCN1C(=O)C(CC(=O)NC/C=C(\C)CCC=C(C)C)C[C@@H]2C(=O)N1CCN(C(=O)c2ccco2)CC1 (stereo not given in full)	-17%	2%
COc1ccc([C@H]2C[C@@H](O)[C@H](n3cc(C4CC4)nn3)CN2C(=O)c2cccs2)cc1	2%	-8%
CC1=C(O)C(=O)C(c2c(C)cc(C)c(Br)c2C)=C(O)C1=O	0%	-5%
O=C(CCNS(=O)(=O)c1ccc(OC(F)(F)F)cc1)NC1CC1	9%	-2%
C=Cc1ccc(Cn2c(C)c(C(=O)NCc3cccc(C(F)(F)F)c3)sc2=O)cc1	-6%	-3%
CC1=NN(CCc2ccccn2)C(=O)CC1	21%	-6%
O=C(O)c1c[nH]n2c(=S)ncnc12	20%	-1%
O=C1COc2ccc(C(=O)COC(=O)CCOc3ccccc3)cc2N1	-11%[11.6 µM]	-4%
Continued:
SMILES	AMA1 RON2 block	TbPYK inhibitor
COCCCNC(=O)c1c(NC(=O)c2ccccc2)n(Cc2ccccc2)c2nc3ccccc3nc12	-23%	-12%
CCc1nc2c(OCCc3cccc(OC)c3)cccn2c1N(C)C(=O)c1cccs1	-6%	-4%
CCCCCCSc1ccc([C@@H]2[C@H]3C(=O)N(CC)C(=O)[C@H]3[C@]3(C(=O)OC)CCCCN23)cc1OC	-9%	-1%
CCOC(=O)[C@]12CCC=C1N(Cc1ccc3c(c1)OCO3)C(=O)[C@H](CC(=O)N1CCCCC1)C2	0%	3%
O=C(OCc1cn([C@@H]2C[C@H](c3ccccc3)N(C(=O)c3cccs3)C[C@H]2O)nn1)c1ccccc1	-2%	-9%
O=C(NCCc1ccco1)c1ccc(OCc2cn3ccccc3n2)cc1	-27%	-4%
COc1ccc(NS(=O)(=O)c2ccc(C(=O)N3CCN(c4ccc(F)cc4)CC3)cc2)cc1	-7%	6%
COc1cccc(NC(=O)C2(C)CCN2Cc2ccc(-c3ccccc3)o2)c1 (stereo not given)	-24%	2%
Cc1cc(C)n2nc(SC(C)C(=O)Nc3ccccc3F)nc2n1 (stereo not given)	19%	-6%
COc1cc(OC)c(C(=O)OCC(=O)c2ccc3c(c2)NC(=O)CO3)cc1OC	-3%	-1%
CS(=O)(=O)c1cc(N2CCOCC2)ccc1CNC[C@H]1O[C@@H](n2cnc3c(=O)[nH]c(N)nc32)[C@H](O)[C@@H]1O	3%	-6%
Cc1cc(CNC[C@H]2O[C@@H](n3cnc4c(N)ncnc43)[C@H](O)[C@@H]2O)no1	6%	-3%
O=C1C=C(c2ccoc2)N2CCC[C@H]2C1	6%	4%
O=C(O)c1ccc2cc(-c3ccccc3)[nH]c2c1	0%	0%
CC[C@@H]1CCC[C@@H](O)[C@@H](C)C(=O)O[C@H](C)[C@@H](C)C/C=C(C)/C(OC)=C\C(=O)N(C)C([C@@H](C)CC)C(=O)N(C)[C@@H](C(C)C)C(=O)N(C)[C@@H](COC)C(=O)N2CCC[C@H]2C(=O)N(C)[C@@H](C(C)C)C(=O)N2CCC[C@H]2C(=O)O1 (stereo not given in full)	6%	-1%
C[C@H]1COC(=O)[C@H](Cc2ccc(F)cc2)CC/C=C/C[C@@H](CC(=O)N[C@@H](CO)Cc2ccccc2)C(=O)N1	7%	-5%
CCCNC(=O)C1(C)CCCN(Cc2cccc(C(F)(F)F)c2)C1 (stereo not given)	-3%	3%
CCC(=O)c1ccc(OCC(=O)OCC(=O)N(CCC#N)c2ccc3c(c2)OCCO3)cc1	8%	3%
COc1ccc(NC(=O)Nc2ccc3c(c2)C(=O)N([C@H](C)CO)C[C@H](C)[C@H](CN(C)Cc2ccc(C(=O)O)cc2)OCCCC[C@@H](C)O3)cc1	-10%	-9%
Cc1cc2c(SCC(=O)Nc3cccc(O)c3)ncnc2s1	-17%	-6%
CCCCNC(=O)[C@@H]1CC=C[C@@H]2CCN(Cc3ccc(Cl)c(Cl)c3)C(=O)[C@@H]21	-3%	-4%
CC(C)(C)c1ccc(C(=O)NCc2ccco2)cc1	-4%	-1%
CCN(CC)C(=O)C1=C(C)N(Cc2ccccc2)C(=O)C(CC(=O)NCc2cccs2)C1 (stereo not given)	-6%	-13%
C/C=C/c1cccc(-c2nc(C(=O)NC3CCC3)cc3c2[C@@H](CCO)N(S(=O)C(C)(C)C)C3)c1 (stereo not given in full)	19%	-18%
CC(=O)C1=CCC(c2ccc(C)cc2)N(S(=O)(=O)c2ccc(Cl)cc2)C1 (stereo not given)	16%	-7%
O=C1c2ccccc2C(c2nnnn2-c2ccc3c(c2)OCCO3)N1CCOc1ccccc1 (stereo not given)	-8%	-3%
CC(=O)c1cc(CN2CCC(C(=O)Nc3ccc(-n4nc(C)cc4C)cc3)CC2)cs1	2%	-5%
O=C(NC[C@@H]1CC[C@@H](Cc2ccc(-c3ccccc3)cc2)O1)Nc1ccc(Br)cc1	-4%	6%
COc1ccccc1C1SCCN1S(=O)(=O)c1ccccc1 (stereo not given)	-10%	-11%
CCOC(=O)C(c1nc2ccccc2[nH]1)n1c(-c2ccccn2)nc2ccccc21 (stereo not given)	57%[activator]	-3%
COc1ccccc1CNC(=O)c1cc(-c2cc(Cl)ccc2C)n[nH]1	-7%	2%
CC1CCC(NC(=O)CCN2C(=O)C3CC=CCC3C2=O)CC1 (stereo not given)	-4%[11.6 µM]	5%
Cc1ccc(NC(=O)CN2C(=O)NC(C)(CC(C)C)C2=O)cc1F (stereo not given)	-10%	1%
Nc1cc(OCc2ccccc2)ccc1OCc1ccccc1	-27%	?
CCOC(=O)C1=CN(Cc2ccco2)S(=O)(=O)N(C)C1c1ccc(C(F)(F)F)cc1 (stereo not given)	-7%	0%

A portion of the library. The share of hits here may be higher or lower than overall.
